KCNQ2 inh = KCNQ2 potassium channel inhibitors, primary screen, cell-based, CHO-K1, FluxOR thallium flux, B-score (AID 2156) | O88943 | 20 min; active compounds read low | B-score at 10 µM | hit rate 1.1% among 310,000;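 active = fluorescence ratio B-score at most minus 3 library SDs, with starting brightness B-score within 2 library SDs, cut at about -5.5 in these data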
Kir21 block = blocks the mouse Kir2.1 inward-rectifier potassium channel; HEK293-Kir2.1, FluxOR thallium flux fluorescence; active compounds read low; B-score at 10 µM; hit rate 0.85% among 310,000; AID 1672;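 active = fluorescence ratio B-score at or below minus 3 SD of library scores, with starting-brightness B-score within 2 SD, cut at about -4.2 in these data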;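 note: channel flux triggered by added potassium and thallium sulfate stimulus; B-score of peak minus minimum fluorescence over baseline after thallium stimulus; more negative B-score means stronger Kir2.1 block with less thallium influx; some compounds called inactive have numbers as strong as hits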
Target sequence (P35561 whole entry, looked up): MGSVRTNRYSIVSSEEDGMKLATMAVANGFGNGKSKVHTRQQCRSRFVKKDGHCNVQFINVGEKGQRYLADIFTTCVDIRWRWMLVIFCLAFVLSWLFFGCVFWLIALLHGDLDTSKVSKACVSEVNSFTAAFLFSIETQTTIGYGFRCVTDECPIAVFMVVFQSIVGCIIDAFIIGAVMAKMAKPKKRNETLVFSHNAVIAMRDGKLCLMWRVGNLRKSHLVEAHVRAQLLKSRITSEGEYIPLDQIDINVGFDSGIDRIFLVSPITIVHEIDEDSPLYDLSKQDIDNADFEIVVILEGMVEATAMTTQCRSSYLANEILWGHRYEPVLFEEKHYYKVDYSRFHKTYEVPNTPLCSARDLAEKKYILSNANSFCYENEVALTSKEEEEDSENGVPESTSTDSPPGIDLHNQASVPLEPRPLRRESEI
Numbers without * were called inactive; i = inactive.

| canonical_smiles | KCNQ2 inh | Kir21 block |
| --- | --- | --- |
| COc1cccc(NC(=O)COc2ccccc2C(N)=O)c1 | i | 0.05 |
| Cc1ccc(NC(=O)c2nc[nH]c2C(=O)N2CCOCC2)c(C(=O)c2ccccc2)c1 | i | -0.55 |
| N=C1C(c2ccccc2)=C(O)CN1c1cccc(S(N)(=O)=O)c1 | i | 1 |
| CC(C)(C)OC(=O)N1Cc2ccccc2C[C@H]1C(=O)N1CCC[C@H]1C(=O)O | i | -0.03 |
| O=C(COc1ccccc1[N+](=O)[O-])N/N=C/c1cccs1 | i | 1.7 |
| COc1cccc(C(=O)/C=C/Nc2cc(C)ccc2O)c1 | i | -1.4 |
| CCCCCc1ccc(-c2cn(Cc3ccc([N+](=O)[O-])cc3)nn2)cc1 | i | -0.4 |
| COc1ccc2c(c1)[nH]c1c(=O)n(CCCN3CCOCC3)cnc12 | i | -0.46 |
| Cn1cnnc1SCC(=O)Nc1cc(S(=O)(=O)N2CCCCCC2)ccc1Cl | i | -5.3 |
| N#Cc1cn(-c2ccccc2)nc1-c1ccccc1 | i | 0.07 |
| CCSc1nnc(-c2ccc(C)cc2)c2ccccc12 | i | 1.3 |
| FC(F)(F)c1cnc(-n2cc[nH]c2=S)c(Cl)c1 | i | 0.02 |
| CN(CCOc1ccc(Cl)cc1)C(=O)c1cc(-c2ccco2)nc2ccccc12 | -13* | 0.85 |
| CCOC(=O)[C@@H]1[C@H]2COc3ccc(Br)cc3[C@@H]2N2C(=O)N(c3ccc(C(F)(F)F)cc3)C(=O)[C@@]12C | i | -0.92 |
| Cc1nc(-c2cccc(NC(=O)C(C)Oc3ccccc3)c2)cs1 (stereo not given) | i | -0.28 |

Nothing new here: an excerpt of the list.
| canonical_smiles | KCNQ2 inh | Kir21 block |
| --- | --- | --- |
| N#Cc1cn(-c2ccccc2)nc1-c1ccccc1 | i | 0.07 |
| CCSc1nnc(-c2ccc(C)cc2)c2ccccc12 | i | 1.3 |
| FC(F)(F)c1cnc(-n2cc[nH]c2=S)c(Cl)c1 | i | 0.02 |

(listing goes on)
| canonical_smiles | KCNQ2 inh | Kir21 block |
| --- | --- | --- |
| CC1C(=O)Nc2ccc(S(=O)(=O)N3CCN(c4cccc(Cl)c4)CC3)cc2NC1=O (stereo not given) | i | -1.1 |
| Cc1onc(-c2ccccc2Cl)c1C(=O)Nc1cccc2nsnc12 | i | 1.5 |
| O=C(NCCc1ccc(Cl)cc1)C1CCC(=O)N1C1CCCC1 (stereo not given) | i | 1.1 |
| COc1cccc(CNC(=O)c2cc(C)nc3ccccc23)c1 | i | 0.69 |
| Cc1sc(NC(=O)C2=COCCO2)c(C#N)c1C | i | -0.98 |
| CC1CCc2c(sc(NC(=O)COC(=O)c3ccc(O)cc3)c2C#N)C1 (stereo not given) | i | 0.73 |
| Cc1sc2nc(CSc3nnnn3-c3ccc(Cl)cc3)[nH]c(=O)c2c1C | i | 0.14 |
| CC(=O)NC1C(=O)Nc2c1cccc2C(F)(F)F (stereo not given) | i | 0.46 |
| O=c1ccc2cc(S(=O)(=O)N3CCN(c4ccccc4)CC3)ccc2o1 | i | -0.46 |
| CCOc1ccccc1NC(=O)Nc1ccc(Cl)cc1 | i | -0.3 |
| CC(Sc1nncs1)C(=O)NCC(=O)Nc1ccc(F)c(F)c1F (stereo not given) | i | 1.3 |
| Cc1cnc(C(=O)NC2CC(C)(C)Cc3c2cnn3-c2ccccc2)cn1 (stereo not given) | i | 1.7 |
| CCCc1ccc(C#N)c(SC2CC(=O)N(c3ccc(OC)cc3)C2=O)n1 (stereo not given) | i | -0.24 |
| O=C(O)C1CCCN(S(=O)(=O)c2ccccc2[N+](=O)[O-])C1 (stereo not given) | i | 1.9 |
| Cn1c(SCC(=O)Nc2cc([N+](=O)[O-])ccc2F)nnc1C(F)(F)F | i | -2 |
| Cc1ccc(Cn2c(CN3CCN(C(=O)c4ccco4)CC3)nc3c2c(=O)n(C)c(=O)n3C)cc1 | i | 0.07 |
| O=C(CCCN1C(=O)c2ccccc2C1=O)NCc1cccnc1 | i | -1.1 |
| CCOc1cc2nc3c4ccccc4n(C)c3nc2cc1OCC | i | 0.08 |
| Cc1ccc(Cn2nnc3c(=O)[nH]c(C4CCCN(C(=O)Nc5ccc(F)cc5F)C4)nc32)cc1 (stereo not given) | i | 2.6 |
| C=C(C)c1cccc(C(C)(C)NC(=O)Nc2nnc(C(C)C)s2)c1 | -7.8* | -1.6 |
| CN(C)C(CNC(=O)c1ccc(NS(=O)(=O)c2ccc3[nH]c(=O)[nH]c3c2)cc1)c1ccccc1 (stereo not given) | i | 0.02 |
| Cc1ccccc1C1(CCN2CCCCC2)CCOC(C)(C)C1 (stereo not given) | i | -0.11 |
| C=CCn1c(Br)nc2c1c(=O)n(C)c(=O)n2C | i | 2 |
| CCN(CC)C(=O)N1CCc2ccccc2C1CN1C(=O)c2ccccc2C1=O (stereo not given) | -6.2* | 1.1 |
| CCNc1nc(N)c(C(=O)C23CC4CC(CC(C4)C2)C3)s1 | i | 0.57 |
| CCN(CC)c1ccc2c(-c3ccc(S(=O)(=O)O)cc3S(=O)(=O)[O-])c3ccc(=[N+](CC)CC)cc-3oc2c1 | i | -18 |
| COC(=O)CSc1nc(NC(C)=O)nc(C)c1Br | i | -0.61 |
| CCCOc1nc2ccccc2cc1/C=C/C(=O)O | i | 0.48 |
| COc1ccccc1N1CCN(C2CCCN(C(=O)c3csc(C)n3)C2)CC1 (stereo not given) | i | 0 |
| CNC(=S)NNS(=O)(=O)c1ccc(OC)cc1OC | i | 1.1 |

One compound at a time (already shown). Order of screens: KCNQ2 inh	Kir21 block
Listed for CC1C(=O)Nc2ccc(S(=O)(=O)N3CCN(c4cccc(Cl)c4)CC3)cc2NC1=O (stereo not given) : i	-1.1
Listed for Cc1sc(NC(=O)C2=COCCO2)c(C#N)c1C : i	-0.98
Listed for Cc1nc(-c2cccc(NC(=O)C(C)Oc3ccccc3)c2)cs1 (stereo not given) : i	-0.28

Additional records follow.
| canonical_smiles | KCNQ2 inh | Kir21 block |
| --- | --- | --- |
| Cc1ccc(S(=O)(=O)NCC(c2ccccc2)N2CCCCC2)cc1 (stereo not given) | i | -0.03 |
| CC(C)(C)c1csc(NC(=O)C2COc3ccccc3O2)n1 (stereo not given) | i | -0.2 |
| N#Cc1c(C(F)(F)F)cc(-c2ccco2)nc1SCc1ccncc1 | i | 0.32 |
| CC(C)CNc1nnnc2c1sc1nc(N3CCOCC3)c3c(c12)CCCC3 | i | 0.81 |
| Cc1ccc(NC(=O)COC(=O)/C=C/c2cccs2)cc1 | i | 0.69 |
| Cc1ccc(NS(=O)(=O)c2c(C)[nH]c(C)c2C(=O)N2CCCCC2)cc1C | i | -0.04 |
| O=C1CC(C(=O)Nc2ccc(F)cc2)S/C(=N\N=C\c2ccco2)N1 (stereo not given) | i | -0.44 |
| CCOC(=O)c1c(C)oc2cc(Br)c(OC(=O)N3CCOCC3)cc12 | i | 0 |
| COc1cccc(NC(=O)C/C(C)=N/NC(=O)c2ccccc2Cl)c1 | i | -0.98 |
| CN(C)C=C1C(=O)c2ccccc2C1=O | i | -0.33 |
| CCOC(=O)C(OC(=O)c1sc(=S)n(C)c1C)C(C)=O (stereo not given) | i | -0.11 |
| COC(=O)c1sc2ccccc2c1NC(=O)c1ccc(S(=O)(=O)N2CCCCC2C)cc1 (stereo not given) | i | 0.85 |
| COCCNC(=O)c1ccccc1NC(=O)Cc1ccccc1 | i | 0.1 |
| NNC(=O)c1c(O)c2cccc3c2n(c1=O)CCC3 | i | -0.28 |
| Cc1cccc(CC2CC(=O)N(c3ccc([N+](=O)[O-])cc3)C2=O)c1 (stereo not given) | i | -1.7 |
| CCC1(c2ccc(F)cc2)NC(=O)N(CC(=O)N2CCc3ccccc3C2)C1=O (stereo not given) | i | 0.62 |
| CC(=O)Nc1ccc2nc(C)n(Cc3ccc(Cl)cc3)c(=O)c2c1 | i | 1 |
| Cc1cccc(N(C(=O)CNC(=O)c2ccco2)C(C(=O)NC2CCCCC2)c2cccnc2)c1 (stereo not given) | i | 0.08 |
| COc1ccc(CN2C(=O)CS/C2=N/N=C/c2cccs2)cc1 | i | -0.34 |
| O=C1CCC(C(=O)N(Cc2cccs2)C2(C(=O)NC3CCCCC3)CCCCC2)N1 (stereo not given) | i | 0.77 |
| CSCCC(NS(=O)(=O)c1ccc(C)c(C(=O)O)c1)C(=O)O (stereo not given) | i | -0.48 |
| CC1(C)OC(=O)N(c2cccnc2)C1(C)O (stereo not given) | i | 0.52 |
| O=C(c1ccco1)N1CCN(C(=O)c2ccc(COc3ccc(F)cc3)o2)CC1 | i | 0.11 |
| CC1CCN(C(=O)/C(=C\c2ccccc2F)NC(=O)c2ccccc2)CC1 | i | 0.11 |
| Cc1ccc(S(=O)(=O)N2CCOCC2)cc1NC(=O)c1cc2c(s1)CCC2 | i | -0.26 |
| O=C(NCc1ccco1)C1CCN(c2nnc(-n3cccc3)s2)CC1 | i | 1.2 |
| CCC(C)(C)NC(=O)C1CCCN1C(=O)NC1CCCCC1 (stereo not given) | i | -1.1 |
| O=C(/C=C/c1ccc(S(=O)(=O)N2CCOCC2)cc1)NC(=S)Nc1ccc(Cl)cc1Cl | i | -1.7 |
| C1CCC(C23CC4CC(CC(C4)C2)C3)NC1 (stereo not given) | i | -1.2 |
| Cc1cccc(N2CCN(c3cccc(C)c3)C2c2cccnc2)c1 | i | -3.3 |

The final 4 compounds of the part before lead into the next:
| canonical_smiles | KCNQ2 inh | Kir21 block |
| --- | --- | --- |
| CCC(C)(C)NC(=O)C1CCCN1C(=O)NC1CCCCC1 (stereo not given) | i | -1.1 |
| O=C(/C=C/c1ccc(S(=O)(=O)N2CCOCC2)cc1)NC(=S)Nc1ccc(Cl)cc1Cl | i | -1.7 |
| C1CCC(C23CC4CC(CC(C4)C2)C3)NC1 (stereo not given) | i | -1.2 |
| Cc1cccc(N2CCN(c3cccc(C)c3)C2c2cccnc2)c1 | i | -3.3 |
| CC(C)(C)NC(=O)Nc1ccc(Cn2cc(C(F)(F)F)ccc2=O)cc1 | i | 1.2 |
| N#Cc1c2n(c(=S)n(-c3ccccc3[N+](=O)[O-])c1=O)CCCCC2 | i | 0 |
| O=C(NC1CCCCC1)C(Cc1ccccc1)N1C(=O)C2C3CCC(C3)C2C1=O (stereo not given) | i | 0.76 |
| C=CCSC1=NC(N)=C(C#N)C2(CCCCC2)C1C(N)=O (stereo not given) | i | 1.4 |
| Cc1ccc(-c2nc(CS(=O)CC(=O)NCc3ccccn3)c(C)o2)cc1 (stereo not given) | i | 1.3 |
| CN(CC(=O)NCc1ccccc1)Cc1cccc(F)c1 | i | 1.6 |
| Cc1ccc2cc(/C=N/NC(=O)c3ccccc3O)c(Cl)nc2c1 | i | -0.46 |
| O=C(NCc1ccc(F)cc1)c1cc(S(=O)(=O)N2CCCCC2)c[nH]1 | i | 0.01 |
| CC(=O)c1cccc(NC(=S)NC(=O)c2cncc(Br)c2)c1 | i | 1.3 |
| Cc1ccc(S(=O)(=O)NCC(=O)OCC(=O)N2CCc3ccccc32)cc1 | i | -0.47 |
| COc1cc(CCN2C(=O)c3cccc4cccc(c34)C2=O)c(S(=O)(=O)N2CCCCCC2)cc1OC | i | 1.5 |
| CCCN(CCC)CCNC(=O)Cn1cnc2sc(C)c(S(=O)(=O)N3CCOCC3)c2c1=O | i | 0.84 |
| N/C(=N\OC(=O)COc1ccccc1)c1ccc(Cl)cc1 | i | 1.2 |
| O=C(N/N=C/c1ccc([N+](=O)[O-])o1)c1ccc(O)cc1 | i | 0 |
| S=c1[nH]nc(COc2ccccc2)n1/N=C/C(Cl)=C/c1ccccc1 | i | -0.7 |
| COc1cc(OC)c2c(-c3ccccc3)cc(=O)oc2c1C(CCN1CCCCC1)c1ccc(N(C)C)cc1 (stereo not given) | i | -3.6 |
| C#Cc1ccc([C@H]2C=C(C(=O)N3CCN(Cc4ccc5c(c4)OCO5)CC3)O[C@@H](OCC)[C@@H]2CCCO)cc1 | i | -0.07 |
| O=C(C1CCC(CNS(=O)(=O)c2cccc3nsnc23)CC1)N1CC=C(c2ccccc2)CC1 (stereo not given) | i | 0.4 |
| CC(C)=NNc1nc(-c2ccc([N+](=O)[O-])cc2)cs1 | i | 0.47 |
| CCCN1C2CCCC1CC(NC(=O)c1ccc(OC)cc1)C2 (stereo not given) | i | 0.9 |
| CCOc1ccc2c(c1)C(NC(C)=O)C(=O)N2CCN1CCOCC1 (stereo not given) | i | 2.5 |
| Nc1ccccc1OCP(=O)(c1ccccc1)c1ccccc1 | i | 0 |
| COc1ccc(C(=O)NCC(=O)OCC(=O)N2N=C(c3ccc(Cl)cc3)CC2c2ccco2)cc1OC (stereo not given) | i | -0.52 |
| c1coc(CNc2nc(-c3ccncc3)cs2)c1 | i | 0.29 |
| CCCC(=O)Nc1sc2c(c1C(=O)OC)C(C(=O)OC)CC2 (stereo not given) | i | 0.72 |
| CCCC(=O)N1CCN(c2nnc(-c3ccc(C)cc3)c3ccccc23)CC1 | i | 1.1 |
| CC1(c2ccc(Cl)cc2)NC(=O)N(CC(=O)NC(=O)NCc2ccco2)C1=O (stereo not given) | i | -0.72 |
| O=C1CN(C(=O)/C=C/c2ccc(Br)cc2)CCN1 | i | 2.2 |
| CCCCCC(=O)Nc1ccc(C(=O)CN2C(=O)NC3(CCCCCC3)C2=O)cc1 | i | -1.9 |
| Cc1ccccc1NC(=O)c1ccccc1NC(=O)c1ccccc1F | i | -0.31 |
| Cc1cc(C)n(C(=O)/C(C#N)=N/Nc2cc(Cl)cc(Cl)c2)n1 | i | -1.6 |
| O=C(O)C1CCCCC1C(=O)NCCC(c1ccccc1)c1ccccc1 (stereo not given) | i | -2.9 |
| CC(C)(C)c1ccc(-c2nnc(SCCN3C(=O)c4ccccc4C3=O)o2)cc1 | i | -0.46 |
| C=CCN(CC=C)C(=O)c1cc2ccccc2c(=O)o1 | i | -0.29 |
| C=CCOc1cccc(C(=O)N2CCCC(CCC(=O)NCc3ccccc3F)C2)c1 (stereo not given) | i | -2 |
| Cc1cc(C)c(NC(=O)CSc2nncn2-c2cccnc2)c(C)c1 | i | -0.64 |
